Source: PubChem BioAssay
D1 potentiator: Potentiators of Human D1 Dopamine Receptor: qHTS | hit rate 0.036% among 360,000 | potentiation, % at 10 µM | HEK293 TREx D1 cells, calcium flux, dopamine EC20 potentiation; in the data active = potentiation above about 30%; note: 0% is about no effect
D1 ag: Allosteric Agonists of the Human D1 Dopamine Receptor: qHTS | activation, % at 2 µM | D(1A) dopamine receptor (Homo sapiens), P21728 | AID 504660, 2011 | HEK293 T-REx D1 cells, calcium flux, agonist mode | hit rate 1% among 360,000; in the data active = activation above about 30%; note: 0% is about no effect
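Inducible HEK293 T-REx D1 cells, force-coupled to calcium signalling, were plated at 4000 cells/well with tetracycline and held overnight at 30 C. After no-wash calcium dye loading, compound-evoked calcium rise over 180 s flagged agonists.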
RXFP1 antag: qHTS Assay for Antagonists of the Relaxin Receptor RXFP1; Relaxin receptor 1 (Homo sapiens), Q9HBX9; HEK293-RXFP1, relaxin-stimulated cAMP HTRF, 30 min; active compounds read low; activity change, negative = inhibition, % at 57.5 µM; hit rate 0.59% among 350,000; AID 1259400, 2018;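 active = activity change of -60% or lower, but not beyond a set lower limit; inconclusive = change between -60% and -40%, or beyond the set limit; inactive = change above -40%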; note: % is set by controls: 0 for no effect and ±100 for the full control effect
TRHR ag: qHTS for Small Molecule Agonists and Allosteric Enhancers of Human TRH Receptor: Primary Screen for Agonists. Thyrotropin-releasing hormone receptor (Homo sapiens), P34981. TRHR cells, calcium flux fluo-8, FDSS agonist mode. activation, % at 2 µM. hit rate 0.18% among 360,000. AID 493084, 2011; in the data active = activation above about 30%; note: 0% is about no effect
Target sequence (P34981 whole entry, looked up): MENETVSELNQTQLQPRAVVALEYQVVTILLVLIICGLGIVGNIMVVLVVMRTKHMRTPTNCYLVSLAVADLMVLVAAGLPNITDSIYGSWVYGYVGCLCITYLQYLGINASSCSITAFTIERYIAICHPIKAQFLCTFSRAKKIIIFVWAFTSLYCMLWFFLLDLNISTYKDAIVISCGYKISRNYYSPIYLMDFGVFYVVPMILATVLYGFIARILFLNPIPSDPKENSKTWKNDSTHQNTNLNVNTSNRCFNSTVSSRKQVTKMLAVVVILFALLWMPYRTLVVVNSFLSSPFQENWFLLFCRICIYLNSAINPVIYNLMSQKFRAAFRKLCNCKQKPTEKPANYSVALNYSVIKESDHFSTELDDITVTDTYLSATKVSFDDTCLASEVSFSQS
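TRHR-expressing cells, plated overnight in medium with 10% serum, were loaded with fluo-8 calcium dye at room temperature. After a 10 s baseline, library compound was pin-added and calcium release was recorded kinetically (ex 480/em 530) as agonist response.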
RXFP1 agonist: qHTS Assay for Agonists of the Relaxin Receptor RXFP1; Relaxin receptor 1 (Homo sapiens), Q9HBX9; HEK293T-RXFP1 cAMP TR-FRET, 30 min; response scale: percent of porcine relaxin response, buffer zero; Potency, µM (series often up to 57.5 µM), for inactives: top-dose activation, usual class: activators; hit rate 0.3% among 370,000; AID 2676, 2010; note: potency is the fitted concentration of half-maximal effect; % is set by controls: 0 for no effect and ±100 for the full control effect; nearly all actives have a fitted effect of over 60% in size; many of its hits are not listed in these tables
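HEK293T cells stably expressing RXFP1 were pretreated with the PDE4 inhibitor Ro 20174, exposed to compounds for 30 min at 37C, lysed, and cAMP was read by TR-FRET. Data normalized to buffer (basal) and 29 nM porcine relaxin (100%).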
Anesthetic bind: qHTS Assay for Identification of Novel General Anesthetics; Ferritin light chain (Equus caballus), P02791; hit rate 0.074% among 350,000; apoferritin/1-aminoanthracene competitive binding, fluorescence; Potency, µM (titrated, usually from 77.5 µM), without a hit: top-dose activity change, negative = displacement, most hits filed as inhibitors; note: potency is the fitted concentration of half-maximal effect; % is set by controls: 0 for no effect and ±100 for the full control effect; nearly all actives have a fitted effect of over 20% in size
Target sequence (P02791 2-175 limits assumed): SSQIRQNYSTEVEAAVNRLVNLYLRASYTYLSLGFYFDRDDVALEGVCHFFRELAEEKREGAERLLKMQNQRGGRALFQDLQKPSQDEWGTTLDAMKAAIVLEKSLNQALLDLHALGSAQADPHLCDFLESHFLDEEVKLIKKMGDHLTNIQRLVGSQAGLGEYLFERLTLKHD
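10 uM apoferritin + 50% sat. 1-AMA, PBS; cpd 10 min RT; Ex380/Em535 endpoint; normalized to free probe vs complex; 4-param Hill fit; propofol titration as pos. ctrl.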
D2 potentiator: HTS Assay for Positive Allosteric Modulators of the Human D2 Dopamine Receptor: Primary Screen for Potentiators; HEK293 T-REx D2, calcium flux, EC20 dopamine potentiation; potentiation, % at 10 µM; hit rate 0.34% among 340,000;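 active = potentiation over 3 SD above the plate norm, cut at about 30% in these data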; note: 0% is about no effect
Target sequence (P14416 whole entry, looked up): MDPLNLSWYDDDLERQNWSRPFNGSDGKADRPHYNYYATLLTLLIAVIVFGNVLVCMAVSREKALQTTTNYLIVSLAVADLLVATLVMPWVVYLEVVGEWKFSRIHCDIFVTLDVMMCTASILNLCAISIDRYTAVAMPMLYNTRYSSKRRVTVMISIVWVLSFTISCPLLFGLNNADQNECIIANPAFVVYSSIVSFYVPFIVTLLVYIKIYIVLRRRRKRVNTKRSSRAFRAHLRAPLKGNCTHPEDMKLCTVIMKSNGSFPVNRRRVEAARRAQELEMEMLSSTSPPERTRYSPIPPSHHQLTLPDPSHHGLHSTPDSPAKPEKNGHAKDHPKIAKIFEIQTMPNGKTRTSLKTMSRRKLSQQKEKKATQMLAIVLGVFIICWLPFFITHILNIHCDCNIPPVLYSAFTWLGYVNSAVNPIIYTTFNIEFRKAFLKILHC
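Cells plated with tetracycline inducer and held overnight at 30 C; calcium dye loaded 30–90 min at room temperature; baseline taken, compound added and read 180 s; EC20 dopamine then added and read 180 s.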
TRHR PAM: qHTS for Small Molecule Agonists and Allosteric Enhancers of Human TRH Receptor: Primary Screen for Enhancers; Thyrotropin-releasing hormone receptor (Homo sapiens), P34981; AID 493056, 2011; TRHR cells, fluo-8 calcium fluorescence, EC20 TRH enhancement; enhancement, % at 2 µM; hit rate 0.66% among 360,000; in the data active = enhancement above about 30%; note: 0% is about no effect
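Enhancer read-out: after compound pinning and an initial kinetic agonist-mode read, an EC20 of TRH (10 nM final) was injected and fluo-8 calcium signal (Ex 480/Em 530) followed at 1 s/cycle for 100 cycles in TRHR-expressing cells.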
D1 antag: Antagonist of Human D 1 Dopamine Receptor: qHTS; D(1A) dopamine receptor (Homo sapiens), P21728; HEK293 TREx D1 cells, calcium flux, dopamine EC80; active compounds read low; activity change, negative = inhibition, % at 10 µM; hit rate 3.2% among 360,000; AID 504652, 2011; in the data active = activity change below about -30%; note: % is set by controls: 0 for no effect and ±100 for the full control effect
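Allosteric or orthosteric antagonism assessed as attenuation of the calcium response to EC80 dopamine, added 180 s after compound, in induced HEK293 Trex D1 cells loaded with no-wash calcium dye.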
Active calls of the source: *; ? = inconclusive; . = not tested or not shown; [ ] = remark or other dose. Unless noted, calls come from the whole dose curve; as a rule, active = well fitted curve in the direction sought with a large enough effect; inconclusive = small, poorly fitted or top-dose-only effect, or another doubt; inactive = no such curve, though single readings can be large; an effect the other way counts as inactive or inconclusive. An excerpt, so the mix of outcomes need not match the whole.

The opening seven records, to show the layout:
SMILES	D1 potentiator	D1 ag	RXFP1 antag	TRHR ag	RXFP1 agonist	Anesthetic bind	D2 potentiator	TRHR PAM	D1 antag
Cc1ccc(-n2c3nc(=O)n(C)c(=O)c-3cc3c(Cl)cccc32)c(C)c1	-1	-2	.	2.8	6.1%	26%	9	6	4
CCCC(C)C(=O)Nc1ccccc1C(=O)OCC (centres undefined)	4	2	-14	1.5	2.0%	-15%	-2	3	5
CN(C)S(=O)(=O)c1ccc(/C(O)=C2/C(=O)C(=O)N(Cc3cccnc3)C2c2cccs2)cc1 (centres undefined)	0	0	-1	-2.8	0.6%	-10%	6	10	2
CCOC(=O)C(=NC(C)CC)NNc1cccc(C(F)(F)F)c1 (centres undefined)	-1	7	-14	-0.1	0.5%	-1%	5	-2	11
COc1ccc(S(=O)(=O)NCCc2sc(-c3ccccc3)nc2C)cc1OC	-1	2	.	-0.3	0.9%	1%	6	-2	-11
O=C(Nc1ccccc1)c1ccccc1CCc1ccccc1	-4	6	-3	0.3	5.3%	-1%	-4	-8	-20
COCCN(C(=O)C(=O)NC1CCCC1)C(C(=O)NC1CCCC1)c1ccccc1F (centres undefined)	-6	1	2	0.8	1.8%	-12%	-10	-4	-8

The whole of this part (from the top)
SMILES	D1 potentiator	D1 ag	RXFP1 antag	TRHR ag	RXFP1 agonist	Anesthetic bind	D2 potentiator	TRHR PAM	D1 antag
Cc1ccc(-n2c3nc(=O)n(C)c(=O)c-3cc3c(Cl)cccc32)c(C)c1	-1	-2	.	2.8	6.1%	26%	9	6	4
CCCC(C)C(=O)Nc1ccccc1C(=O)OCC (centres undefined)	4	2	-14	1.5	2.0%	-15%	-2	3	5
CN(C)S(=O)(=O)c1ccc(/C(O)=C2/C(=O)C(=O)N(Cc3cccnc3)C2c2cccs2)cc1 (centres undefined)	0	0	-1	-2.8	0.6%	-10%	6	10	2
CCOC(=O)C(=NC(C)CC)NNc1cccc(C(F)(F)F)c1 (centres undefined)	-1	7	-14	-0.1	0.5%	-1%	5	-2	11
COc1ccc(S(=O)(=O)NCCc2sc(-c3ccccc3)nc2C)cc1OC	-1	2	.	-0.3	0.9%	1%	6	-2	-11
O=C(Nc1ccccc1)c1ccccc1CCc1ccccc1	-4	6	-3	0.3	5.3%	-1%	-4	-8	-20
COCCN(C(=O)C(=O)NC1CCCC1)C(C(=O)NC1CCCC1)c1ccccc1F (centres undefined)	-6	1	2	0.8	1.8%	-12%	-10	-4	-8
Cc1c([N+](=O)[O-])cc(S(=O)(=O)Nc2ccc(-c3ccc(N4CCCC4)nn3)cc2)cc1[N+](=O)[O-]	4	2	-35	-0.9	0.6%	.	-1	0	-13
Cc1ccc2c(=O)cc(C(=O)N(Cc3ccc(C(C)(C)C)cc3)C3CCS(=O)(=O)C3)oc2c1 (centres undefined)	-3	0	-14	-0.2	-1.1%	?	12	-3	-75*
CN(C)c1ccccc1C(=O)N1CCCC(C(=O)c2ccc3ccccc3c2)C1 (centres undefined)	4	0	-10	-0.1	-2.5%	-24%	4	-7	-1
Cn1nnnc1SCCCNCc1ccccc1OCc1ccccc1Cl	3	119*	-5	1.0	-1.8%	5%	.	4	-46*
CCCSc1nc(-c2ccccc2)cc(C(F)(F)F)c1C#N	-5	3	-2	0.6	0.1%	-10%	-3	-4	13
CC/C(=C1/C(=O)CC(C)(C)C(C(=O)OC)C1=O)N1CCCC1 (centres undefined)	2	2	-9	-0.3	0.2%	-13%	-5	6	3
N#Cc1cn(-c2ccccc2)nc1-c1ccc2c(c1)OCCO2	-1	3	-2	0.3	17%	-8%	.	1	11
Cc1cc(N/N=C/c2ccncc2)c([N+](=O)[O-])cc1[N+](=O)[O-]	-2	1	-24	0.3	0.5%	-4%	.	-1	-2
CCOC(=O)N1CCN(C(=O)c2ccc(CN(c3ccccc3)S(C)(=O)=O)cc2)CC1	3	1	-1	0.3	0.0%	-14%	10	-1	-18
O=S1(=O)CC2SC(=S)N(c3ccccc3)C2C1 (centres undefined)	-1	0	-8	0.2	3.1%	-1%	0	15	-20
COc1cc(/C=N\NC(=O)c2ccc(-c3ccccc3)cc2)cc(OC)c1OC(C)=O	-5	5	0	0.2	-1.4%	-14%	13	4	6
COc1ccc2[nH]c(C(=O)O)c(CCNC(=O)/C=C/c3ccc(O)c(OC)c3)c2c1	-1	3	0	-0.2	3.2%	1%	0	0	2
Cc1ccc(C(=O)NC(=C(Cl)Cl)S(=O)(=O)c2ccc(C)cc2)cc1	-1	1	-9	1.4	2.7%	-14%	-16	0	-13
O=C(CSc1nc2cc(Cl)ccc2s1)NC1CCCc2ccccc21 (centres undefined)	4	8	.	0.5	0.7%	6%	1	5	-3
COc1cccc(Cn2cc(-c3cccc(C(F)(F)F)c3)nn2)c1	-5	3	.	-0.2	1.3%	2%	8	20	-9
COc1cc2nc(CSc3ncn[nH]3)[nH]c(=O)c2cc1OC	-2	0	4	-0.4	3.3%	-3%	4	0	5
CC(=O)Nc1ccc(N2C(=O)C3C4C=CC(CC4)C3C2=O)cc1 (centres undefined)	-5	2	0	0.3	1.0%	-24%	-16	10	22
CN=C1c2c(-c3ccccc3)c3cc(OC)ccc3n2CCN1C	-6	2	-5	-0.3	9.2%	173%[activator]	17	8	2

Additional entries follow.
SMILES	D1 potentiator	D1 ag	RXFP1 antag	TRHR ag	RXFP1 agonist	Anesthetic bind	D2 potentiator	TRHR PAM	D1 antag
CCOC(=O)c1ccc2[nH]c(CSc3nnc(-c4cccc(F)c4)n3C)cc(=O)c2c1	1	-1	3	-0.1	18%	0%	-8	4	-16
O=C(Nc1ccc(F)cc1)c1cn(-c2ccccc2)nc1-c1ccncc1	-2	8	-4	-0.4	0.1%	-15%	2	4	-3
CCCCc1ccc(S(=O)(=O)NCCc2ccncc2)cc1	-5	9	-3	-0.9	0.1%	-9%	1	-8	-45*
Cc1ccccc1-c1cc(C(=O)N/N=C/c2cccnc2)c2ccccc2n1	-4	1	-3	8.8	5.7%	?	-2	-2	5
COc1ccc(N(CC(=O)Nc2cccc(C(F)(F)F)c2)S(=O)(=O)c2c(C)[nH]c(=O)[nH]c2=O)cc1	2	0	9	-0.1	-1.4%	-5%	4	-9	12
CCC(C)N1CC23C=CC(O2)C(C(=O)OC)C3C1=O (centres undefined)	-2	2	.	0.9	2.4%	-7%	-1	-5	20
Cc1onc(-c2ccccc2)c1NC(=O)Nc1ccc(OC(F)F)cc1	1	14	1	-0.3	1.0%	-12%	-6	-5	-5
CN(C)C(=O)COC(=O)c1cccc(CN2C(=O)c3ccccc3C2=O)c1	-2	2	14	-0.1	16%	-17%	5	-6	-17
O=C1N=C(N2CCC(Cc3ccccc3)CC2)S/C1=C/c1cn[nH]c1-c1ccccc1	-1	3	-3	0.2	-1.6%	-19%	9	-10	-10
Cc1cccn2c(=O)c(C=O)c(N3CCCCCC3)nc12	-10	0	-12	-0.6	0.0%	?	4	1	8
O=C(Nc1ccc(N2CCOCC2)nc1)c1ccccc1Cl	-2	1	3	-0.3	-1.0%	0%	-7	2	6
N#Cc1c(N)c(C(=O)c2ccccc2)n2c1CCC2	-10	1	2	-0.3	-1.4%	3%	0	-3	-2
CCOC(=O)c1ccc[n+](CC(=O)c2ccc(OC)cc2)c1	-6	1	.	0.1	2.5%	-10%	-2	-2	8
O=C(NCCCN1CCOCC1)c1c(O)c2ccccc2[nH]c1=O	0	1	6	0.1	1.0%	-11%	9	1	2
CC(C)c1onc(C(=O)N2CCN(Cc3ccccc3)CC2)c1[N+](=O)[O-]	-1	-1	-4	-1.0	1.2%	-4%	-6	2	19
CC(=O)O[C@H]1CC[C@@]2(C)C(CCC3C2CC[C@]2(C)OC(=O)CCC32)C1 (some centres undefined)	0	-4	1	0.1	-0.3%	6%	-6	-4	7
Cc1cc(C)nc(NC(=S)Nc2ccccc2)n1	1	0	-8	-1.1	1.4%	-1%	0	-2	.
NNC(=O)CCN1CCCCC1	6	3	0	0.6	2.6%	-6%	-7	6	-10
CCC(C)n1c(SCC(=O)NC(=O)c2cccn2C)nc2ccccc2c1=O (centres undefined)	-3	1	-20	0.2	1.7%	-23%	-7	-1	4
N=c1c2c(n(Cc3ccc([N+](=O)[O-])cc3)c3c1CCC3)CCCC2	-3	1	-8	-0.4	3.9%	-13%	4	-3	-20
CCOC(=O)N1CCc2c(sc3c2c(=O)n(-c2ccc(Cl)cc2)c(=O)n3Cc2cccc(C)c2)C1	-2	6	-13	0.9	0.5%	-14%	-3	4	25
CCOc1ccc(N(C(C)=O)c2nc(C)cc(C)c2C#N)cc1	-1	6	3	-0.1	0.8%	-8%	-1	-3	3
CC(C)(C)[C@H]1C=C(C(=O)N2CCN(Cc3ccc4c(c3)OCO4)CC2)O[C@@H](OCc2ccc(CO)cc2)C1	-3	0	.	-0.2	-1.1%	-1%	-2	1	-26
